Assay outcomes: PubChem, National Center for Advancing Translational Sciences (NCATS)
D2 potentiator – HTS Assay for Positive Allosteric Modulators of the Human D2 Dopamine Receptor: Primary Screen for Potentiators; AID 485347, 2010; potentiation, % at 10 µM; HEK293 T-REx D2, calcium flux, EC20 dopamine potentiation; 0.34% of 340,000 active;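 active means potentiation over 3 SD above the plate norm, cut at about 30% in these data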; further: 0% is about no effect
Target sequence (P14416 whole entry, looked up): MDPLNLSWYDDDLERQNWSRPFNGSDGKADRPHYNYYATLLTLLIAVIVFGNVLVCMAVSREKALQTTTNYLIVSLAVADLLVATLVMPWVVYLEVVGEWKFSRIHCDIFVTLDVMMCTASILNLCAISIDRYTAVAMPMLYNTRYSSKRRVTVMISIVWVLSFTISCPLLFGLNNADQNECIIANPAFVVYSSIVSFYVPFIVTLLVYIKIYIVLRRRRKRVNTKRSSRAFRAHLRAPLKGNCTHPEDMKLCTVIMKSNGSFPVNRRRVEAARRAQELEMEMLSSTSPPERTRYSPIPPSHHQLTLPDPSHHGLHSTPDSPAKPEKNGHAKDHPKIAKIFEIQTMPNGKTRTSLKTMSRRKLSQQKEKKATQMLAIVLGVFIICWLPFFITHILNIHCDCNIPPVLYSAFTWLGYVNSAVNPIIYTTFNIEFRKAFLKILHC
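Calcium flux readout, no-wash dye, 1 read/s. Inducible HEK293 Trex D2 line, overnight 30 C. Compound alone 180 s (agonist flags), then EC20 dopamine, another 180 s to score potentiation.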
TRHR enhancer – qHTS for Small Molecule Agonists and Allosteric Enhancers of Human TRH Receptor: Primary Screen for Enhancers. 0.66% of 360,000 active. enhancement, % at 2 µM. TRHR cells, fluo-8 calcium fluorescence, EC20 TRH enhancement. AID 493056, 2011; in the data active means enhancement above about 30%; further: 0% is about no effect
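TRHR-expressing cells loaded with fluo-8 calcium dye were read kinetically (ex 480/em 530) during compound addition, then stimulated with an EC20 of TRH (10 nM final). Enhancement of the Gq-mediated intracellular calcium response was scored.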
D1 ag – Allosteric Agonists of the Human D1 Dopamine Receptor: qHTS; HEK293 T-REx D1 cells, calcium flux, agonist mode; 1% of 360,000 active; activation, % at 2 µM; further: 0% is about no effect
Target sequence (P21728 whole entry, looked up): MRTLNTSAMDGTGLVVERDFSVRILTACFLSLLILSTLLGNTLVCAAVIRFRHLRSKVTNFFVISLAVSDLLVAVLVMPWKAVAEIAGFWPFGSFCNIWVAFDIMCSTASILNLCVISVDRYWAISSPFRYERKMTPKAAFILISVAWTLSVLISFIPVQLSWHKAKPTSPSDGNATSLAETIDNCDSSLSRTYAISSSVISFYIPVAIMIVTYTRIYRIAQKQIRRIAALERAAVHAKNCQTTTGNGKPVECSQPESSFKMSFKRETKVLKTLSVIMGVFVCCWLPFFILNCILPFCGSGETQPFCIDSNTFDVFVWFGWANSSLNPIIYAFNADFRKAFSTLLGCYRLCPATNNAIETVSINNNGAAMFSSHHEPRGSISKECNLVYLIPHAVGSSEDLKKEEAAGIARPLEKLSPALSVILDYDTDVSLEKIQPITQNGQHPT
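Agonism was scored from calcium flux recorded over 180 s (1 read/s) after pintool compound addition, following a 10-cycle baseline. Cells were inducible force-coupled HEK293 TREx D1, plated overnight at 30 C and loaded with no-wash calcium dye.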
D1 potentiator – Potentiators of Human D1 Dopamine Receptor: qHTS | D(1A) dopamine receptor (Homo sapiens), P21728 | HEK293 TREx D1 cells, calcium flux, dopamine EC20 potentiation | potentiation, % at 10 µM | 0.036% of 360,000 active | AID 504651, 2011; in the data active means potentiation above about 30%; further: 0% is about no effect
D1 antagonist – Antagonist of Human D 1 Dopamine Receptor: qHTS. activity change, negative = inhibition, % at 10 µM. AID 504652, 2011. D(1A) dopamine receptor (Homo sapiens), P21728. HEK293 TREx D1 cells, calcium flux, dopamine EC80; hits give low values. 3.2% of 360,000 active; in the data active means activity change below about -30%; further: on the % scale 0 is the no-effect control and ±100 the full control effect
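Allosteric or orthosteric antagonism assessed as attenuation of the calcium response to EC80 dopamine, added 180 s after compound, in induced HEK293 Trex D1 cells loaded with no-wash calcium dye.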
D2 ag – HTS Assay for Allosteric Agonists of the Human D2 Dopamine Receptor: Primary Screen for Agonists; HEK293 T-REx D2 cells, calcium flux agonist mode; activation, % at 2 µM; 0.53% of 340,000 active; AID 485358, 2010;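 active means activation over 3 SD above normal in the single-dose calcium agonist read, cut at about 30% in these data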; further: 0% is about no effect
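In this primary screen, compounds producing a positive calcium signal within 180 s of addition to tetracycline-induced, force-coupled HEK293 Trex D2 cells are flagged; cells are dye-loaded with a no-wash calcium kit beforehand.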
TRHR agonist – qHTS for Small Molecule Agonists and Allosteric Enhancers of Human TRH Receptor: Primary Screen for Agonists. TRHR cells, calcium flux fluo-8, FDSS agonist mode. activation, % at 2 µM. 0.18% of 360,000 active; further: 0% is about no effect
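Steps: seed TRHR cells overnight; add fluo-8 no-wash Ca dye, RT 30 min–1.5 h; record 10 s baseline; pin-transfer compounds; monitor fluorescence 1 cycle/s for the agonist window. Calcium increases flag candidate agonists.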
D2 antagonist – HTS Assay for Allosteric Antagonists of the Human D2 Dopamine Receptor: Primary Screen for Antagonists | HEK293 TREx D2 cells, calcium flux, dopamine EC80 | inhibition, % at 10 µM | 2% of 340,000 active | AID 485344, 2010; in the data active means inhibition above about 30%; further: 0% is about no effect
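Overnight-induced (tetracycline, 30 C) HEK293 T-REx cells carrying force-coupled D2 receive a no-wash calcium dye, then compound, then EC80 dopamine at 180 s; signals are read kinetically throughout.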
RXFP1 antag – qHTS Assay for Antagonists of the Relaxin Receptor RXFP1. Relaxin receptor 1 (Homo sapiens), Q9HBX9. HEK293-RXFP1, relaxin-stimulated cAMP HTRF, 30 min; hits give low values. activity change, negative = inhibition, % at 57.5 µM. 0.59% of 350,000 active. AID 1259400, 2018;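 active means activity change of -60% or lower, but not beyond a set lower limit; inconclusive means change between -60% and -40%, or beyond the set limit; inactive means change above -40%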; further: on the % scale 0 is the no-effect control and ±100 the full control effect
* hit, by the source's call; ? = inconclusive; . = no result given. Unless noted, no stated cut-off is given here; in the data, active means activation above about 30%; inactive means the rest.

SMILES	D2 potentiator	TRHR enhancer	D1 ag	D1 potentiator	D1 antagonist	D2 ag	TRHR agonist	D2 antagonist	RXFP1 antag
COc1ccc(/C=C/C(=O)NC2=NCCS2)cc1OC	10	-7	2	-4	8	-0.7	0.0	-12	1
CC(C)(CO)Nc1ncnc2onc(-c3ccc(F)cc3)c12	22	13	4	-5	-3	0.3	0.7	-10	-13
Cc1nnc(Cn2cnc3c2c(=O)n(C)c(=O)n3C)o1	-11	4	1	2	7	2.0	1.1	-4	-1
O=C(Cc1ccccc1[N+](=O)[O-])NCc1ccc2c(c1)OCO2	11	2	0	-2	-19	-0.5	0.2	-10	1
CCOC(=O)c1oc2nc(CC(C)C)c3c(c2c1N)CCC3	0	-5	5	-4	2	-0.2	-1.1	4	-3
O=C1CC(c2ccco2)CC(O)=C1C=NCCN1CCN(C2CC(=O)N(c3ccccc3)C2=O)CC1 (centres undefined)	47*	-2	2	-3	59	-0.1	-0.1	-8	.
COc1cc(OC)nc(Oc2ccccc2C(=O)Oc2ccccc2Cl)n1	-6	-2	5	9	-2	0.7	0.3	16	-10
COc1ccc(CCNC(=O)c2ccc3nc(N4CCOCC4)sc3c2)cc1OC	4	3	4	-2	7	-0.1	-0.4	12	.
CCN(CCCNC(=O)C1CCN(S(=O)(=O)CC)CC1)c1ccccc1	-3	-2	1	6	-4	0.4	0.0	7	-15
Cc1c(C)n(Cc2ccccc2)c2ccc(C(=O)NCc3ccccc3F)cc12	9	-3	0	-3	-25	0.0	-0.2	.	-11
CCOc1ncccc1C(=O)OCC(=O)c1ccccc1	-7	-2	1	0	2	-0.3	-0.2	-1	-9
Cc1ccccc1C(=O)Nc1nnc(CC(=O)N/N=C/c2ccncc2)s1	0	6	1	-7	8	-0.7	0.5	19	-10
O=C(COC(=O)c1ccccc1C(=O)c1ccc(Cl)cc1)NCc1ccccc1	0	3	4	-1	0	0.0	0.5	-8	-14
CCOCCCNC(=O)Cn1cc2c(n1)CCCCC2	-5	0	-2	9	-4	0.5	-0.1	-4	16
Cc1ccc(-c2noc(-c3nnn(CC(=O)Nc4cc(C)cc(C)c4)c3N)n2)cc1	6	5	3	-2	2	-0.4	-1.0	.	10
CCC(=O)N1CCN(c2ccccc2NC(=O)COc2cccc(C)c2C)CC1	-6	3	2	2	3	0.0	-0.2	9	-1
CC1(C)CC(=O)C2=C(C1)Nc1cc3c(cc1C2c1ccc(F)cc1)OCO3 (centres undefined)	10	-1	1	1	-7	0.1	0.3	0	-4
COc1cc(S(=O)(=O)N2CCN=C2c2ccccc2)ccc1Cl	7	1	2	-4	-14	0.4	-0.8	3	8
CCOc1ccccc1C(=O)NCC(=O)NCCCc1ccccc1	.	2	2	13	9	0.1	-0.8	8	-5
Cc1cccc(Nc2c([N+](=O)[O-])c(=O)n(C)c3ccccc23)c1	-8	5	0	-1	5	0.8	0.3	-18	-1
O=C(c1ccccc1Cl)N1CCN(c2ccccn2)CC1	-3	1	0	0	2	-0.2	0.2	3	7
CC(=O)N1CCc2c(sc(NC(=O)C3CCCN3S(=O)(=O)c3cccs3)c2C(N)=O)C1 (centres undefined)	0	9	8	-4	33	2.3	3.3	10	0
Cc1ccc(-c2nc(SCC(=O)NCCN3C(=O)CSC3=O)[nH]c2-c2ccc(C)cc2)cc1	5	7	0	7	2	0.2	-0.1	-1	.
COC(=O)c1cc(OC)c(OC)cc1NC(=O)c1ccc2c(c1)CCN2S(=O)(=O)c1ccccc1	0	2	3	-1	10	.	0.1	.	-3
CCCCNS(=O)(=O)c1ccc(S(=O)(=O)N2CCC3(CC2)OCCO3)cc1	11	11	17	-11	-46*	-1.8	0.2	19	-3

Five records drawn at random from those above:
SMILES	D2 potentiator	TRHR enhancer	D1 ag	D1 potentiator	D1 antagonist	D2 ag	TRHR agonist	D2 antagonist	RXFP1 antag
CCCCNS(=O)(=O)c1ccc(S(=O)(=O)N2CCC3(CC2)OCCO3)cc1	11	11	17	-11	-46*	-1.8	0.2	19	-3
CCC(=O)N1CCN(c2ccccc2NC(=O)COc2cccc(C)c2C)CC1	-6	3	2	2	3	0.0	-0.2	9	-1
Cc1cccc(Nc2c([N+](=O)[O-])c(=O)n(C)c3ccccc23)c1	-8	5	0	-1	5	0.8	0.3	-18	-1
COc1ccc(CCNC(=O)c2ccc3nc(N4CCOCC4)sc3c2)cc1OC	4	3	4	-2	7	-0.1	-0.4	12	.
O=C(c1ccccc1Cl)N1CCN(c2ccccn2)CC1	-3	1	0	0	2	-0.2	0.2	3	7

An excerpt from above, reduced to TRHR agonist.
structure | TRHR agonist
CCN(CCCNC(=O)C1CCN(S(=O)(=O)CC)CC1)c1ccccc1 | 0.0
Cc1c(C)n(Cc2ccccc2)c2ccc(C(=O)NCc3ccccc3F)cc12 | -0.2

Next entries.
SMILES	D2 potentiator	TRHR enhancer	D1 ag	D1 potentiator	D1 antagonist	D2 ag	TRHR agonist	D2 antagonist	RXFP1 antag
COc1cccc2cc(-c3nc(-c4cccs4)no3)c(=O)oc12	1	-8	1	1	14	0.5	-0.2	.	.
CCN(C(=O)COC(=O)c1[nH]c(=O)[nH]c(=O)c1N)c1ccccc1	6	2	3	1	-18	-0.2	0.1	-6	3
CC(=O)c1ccc(N=C2SCCCN2C(=O)C2CCCC2)cc1	5	3	0	0	5	-0.4	-0.2	10	6
Cc1cc(=O)oc2cc(OCC(=O)Nc3cccc(S(=O)(=O)N(C)C)c3)ccc12	3	8	1	-3	-6	-0.4	-0.3	-1	-9
O=C(NCc1ccco1)C(Cc1ccccc1)N1C(=O)c2ccccc2C1=O (centres undefined)	2	-2	0	-4	1	1.3	0.4	-1	-13
COc1ccc(C(=O)Nc2ccc(S(=O)(=O)NC(C)=O)cc2)cc1	5	1	2	4	-2	0.7	1.0	-12	3
O=C(COC(=O)c1cc(-c2cccs2)nc2ccccc12)NCc1ccco1	3	2	1	0	7	0.3	0.2	1	-9
COc1ccc2[nH]cc(CCNC(=O)COc3cc(C)cc4oc(=O)cc(C)c34)c2c1	1	1	0	3	-27	0.5	2.3	-9	.
S=c1[nH]nc(-c2ccccc2)n1Cc1ccccc1	6	-1	0	-2	-2	-0.5	-1.0	-10	-26
COc1ccccc1CNC(=O)CCCn1nc(C)c2sc3ccccc3c2c1=O	-3	1	1	-2	12	0.9	0.6	.	-17
O=C(NCc1ccco1)c1cc2ccccc2o1	1	-4	2	-5	-2	0.8	-0.6	-12	7
O=S(=O)(NCCc1csc(-c2cccnc2)n1)c1cccs1	-8	-3	8	-4	15	-0.3	-0.3	14	6
Cc1ccc(-c2noc(-c3ccoc3C)n2)cc1	18	0	104*	7	-8	-2.5	-1.4	10	-1
Cc1ccc(N(CC(=O)N2CCc3ccccc32)C2=NC(=O)CS2)cc1	2	1	6	-3	22	1.1	0.6	-15	4
COc1ccc(C)cc1S(=O)(=O)Nc1ccccc1C	14	14	-3	1	5	-0.3	-0.3	-9	3
S=C1NCCNC(=S)NCCOCCN1	3	10	0	-6	-4	0.2	-0.1	-5	4
Cc1ccc(S(=O)(=O)N2CCOCC2)cc1NC(=O)CNCC1CCCCC1	-16	22	3	0	9	53*	1.5	50*	0
O=C(c1ccc(Br)cc1)N(C1=NCCCCS1)c1ccccc1	-2	11	2	2	4	-1.2	-1.0	-6	2
Cc1ccc(S(=O)(=O)NCc2ccc(C(=O)N(C)CCC#N)cc2)cc1	-8	-2	5	6	2	-0.1	0.2	19	-13
Cc1ccc(C(=O)CSc2nnc(-c3ccco3)n2C)cc1	5	-4	1	2	0	.	-0.1	.	-27
O=C(NNC(=O)c1cc(S(=O)(=O)N2CCCCC2)ccc1Cl)c1ccccc1O	-2	1	0	-2	31	-0.6	0.2	9	5
COC(=O)C(Cc1ccccc1)NC(=O)CCc1c[nH]c2ccccc12 (centres undefined)	-3	1	5	3	-6	0.6	0.9	-14	-17
COc1cccc(NC(=O)CCC(=O)Nc2ccc3nc(N4CCOCC4)cc(C)c3c2)c1	-11	18	-2	-6	-11	1.1	0.0	-14	10
C/C(=C(\C#N)C(=O)NCc1ccccc1)N(C)C	22	1	-3	3	4	0.2	-0.3	-28	-2
COc1ccccc1-c1nc(C#N)c(N2CC(C)CC(C)C2)o1 (centres undefined)	-5	2	-1	-4	2	0.3	-0.7	13	1

D1 antagonist, what is marked active above
| SMILES | D2 potentiator | TRHR enhancer | D1 ag | D1 potentiator | D1 antagonist | D2 antagonist | RXFP1 antag |
| --- | --- | --- | --- | --- | --- | --- | --- |
| CCCCNS(=O)(=O)c1ccc(S(=O)(=O)N2CCC3(CC2)OCCO3)cc1 | 11 | 11 | 17 | -11 | -46* | 19 | -3 |

(continued)
SMILES	D2 potentiator	TRHR enhancer	D1 ag	D1 potentiator	D1 antagonist	D2 ag	TRHR agonist	D2 antagonist	RXFP1 antag
COc1ccccc1-c1cc(C(=O)N2CCN(c3ccc(F)cc3)CC2)no1	-8	-3	2	-11	4	1.3	0.3	7	-12
N#C/C(=C\c1c(Oc2ccc(Br)cc2)nc2ccccn2c1=O)c1nc2ccccc2s1	8	7	17	-3	-11	-0.7	-0.7	.	?
OCC[C@@H]1C[C@H](O)[C@@H](O)[C@]2(CCc3ccccc3O2)O1	4	1	3	-1	11	0.3	1.9	21	.
Cc1ccc(-c2cc(Cc3ccc(F)cc3)c(=O)[nH]n2)cc1	-8	1	0	-11	-47*	0.5	-0.4	11	-6
CNC(=O)[C@H]1O[C@@H](n2cnc3c(NCc4cccc(I)c4)ncnc32)[C@H](O)[C@@H]1O	1	4	-2	-6	-20	0.8	-0.1	7	.
CC1Cc2ccccc2N1C(=O)c1cc2cccnc2n(C)c1=O (centres undefined)	5	6	1	-9	-2	-0.4	0.0	15	-1
O=C(O)CC(C(=O)O)n1nc(-c2ccccc2)cc1-c1ccccc1 (centres undefined)	-1	2	5	-5	-3	-0.3	0.6	0	-7
CCOC(=O)c1sc(NC(=S)NC(=O)C2CC2)cc1C	.	-4	9	1	-19	.	-0.7	.	-13
CCOc1cccc(OCCCOc2cccc3cccnc23)c1	19	2	13	0	8	1.2	0.9	1	-34
CCCOc1ccc(N2C(=O)C/C(=C\c3ccccc3)C2=O)cc1	6	3	8	8	-22	-1.7	-1.0	-7	-2
CCOc1ccccc1N1CC(C(=O)Nc2ccccc2N2CCOCC2)CC1=O (centres undefined)	-3	2	2	-5	-8	1.7	0.0	4	-4
CCCCCn1c(SCC(=O)OCC)nc2cc(C(=O)NCc3ccco3)ccc2c1=O	-1	-6	7	-2	-13	1.1	1.2	-19	-5
CN1CCN(C(=O)/C(=C/c2ccccc2)c2ccccc2)CC1	-7	-8	0	3	3	0.4	-0.1	9	-12
COc1ccc(S(=O)(=O)NC(C(=O)NCCc2ccccn2)C(C)C)cc1 (centres undefined)	11	11	1	-3	4	1.8	0.4	-35	-1
CCOc1ccccc1/C=N/Nc1cc(C)nc2ccc(C)cc12	-2	-10	4	-10	10	-1.8	-0.6	2	-39
